Screening results from PubChem BioAssay.
Tb PFK block = T. brucei PFK enzyme inhibition; O15648; T. brucei PFK, ADP-Glo luminescence; Potency, µM (doses to about 57.5 µM), without a hit: top-dose activity, negative = inhibition, usual class: inhibitors; 330,000 tested, 0.17% active; AID 485367;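 note: potency is the fitted concentration of half-maximal effect; 0% = uninhibited 1x PFK enzyme wells and -100% = no-enzyme wells; nearly all actives have a fitted effect of over 60% in size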
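ADP-Glo luminescence quantified ADP after 45 min at room temperature, with 1.25 nM T. brucei PFK, 0.1 mM ATP and 0.5 mM fructose-6-phosphate in pH 8.0 TEA buffer. qHTS titrations up to 57 µM; curves classified by quality.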
GALK inh = blocks human galactokinase activity. Potency, µM (titrated, usually from 57.5 µM), inactives show at the top dose activity change, negative = inhibition, usual class: inhibitors. AID 1868. Purified GALK, Kinase-Glo residual ATP luminescence. 270,000 tested, 0.007% active. P51570; note: potency is the fitted concentration of half-maximal effect; % is set by controls: 0 for no effect and ±100 for the full control effect
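Galactose (100 uM) and ATP (35 uM) were turned over by 5 nM GALK for 1 h at RT. Kinase-Glo Plus then converted the remaining ATP into a luminescent signal.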
Giardia kill = Giardia lamblia killing. Giardia lamblia trophozoite viability. activity change, % at 7.66 µM, hits read low. 340,000 tested, 0.15% active. AID 540267; in the data active = activity change below about -80%; inconclusive = between about -30% and that limit;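 note: parasites exposed to compound for two days anaerobically before the ATP read; % is set by controls: 0 for no effect and ±100 for the full control effect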
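Anaerobic 48 hrs incubation at 37 deg C of 100 trophozoites/well with test compounds; ATPLite 1-Step luminescence, 15-30 min RT, reports cellular ATP as viability.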
Chronic BCR inh = inhibitors of chronic active B-cell receptor signaling. AID 493014. ABC-DLBCL IkBa-CBG/CBR reporter, luminescence ratio, 4 h. Potency, µM (doses to about 46.1 µM), for the others: at the highest dose ratio change, negative = lower green/red ratio, actives largely listed as inhibitors. 340,000 tested, 0.05% active; active = well fitted inhibition curve with a large enough effect in the signal ratio, with a control signal flat, not every such curve was filed as active; inconclusive = small, poorly fitted or top-dose-only effect, or effect the other way, or a change in a side signal; the % refers to the signal ratio;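 note: potency is the fitted concentration of half-maximal effect; plate controls were basal doxycycline-induced cells for no effect and cells given 10 µM MG132 for full effect; MG132 reads +100%, hits lower the ratio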
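TMD8 ABC-DLBCL cells carrying doxycycline-inducible green luciferase fused to IkappaBalpha plus unfused red luciferase were exposed to compounds (up to 46 uM) for 4 hrs at 37C. Activity came from the overlap-corrected green/red luminescence ratio.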
Menin MLL FP TR = displaces Texas Red mutant MLL peptide from human menin. AID 1768. Potency, µM (series often up to 61.6 µM), for inactives: at the highest dose FP activity change, negative = inhibition, usual class: inhibitors. O00255. 270,000 tested, 0.23% active. Menin + Texas Red MLL mutant peptide, fluorescence polarization; active = well fitted inhibition curve with a large enough effect in the polarisation, with a control signal flat, not every such curve was filed as active; inconclusive = small, poorly fitted or top-dose-only effect, or effect the other way, or a change in a side signal; inactive = no such curve, though single readings can be large or run the other way; the % refers to the polarisation; note: potency is the fitted concentration of half-maximal effect; % of control where 0% means no effect; many of its hits are not listed in these tables
Target sequence (O00255 whole entry, looked up): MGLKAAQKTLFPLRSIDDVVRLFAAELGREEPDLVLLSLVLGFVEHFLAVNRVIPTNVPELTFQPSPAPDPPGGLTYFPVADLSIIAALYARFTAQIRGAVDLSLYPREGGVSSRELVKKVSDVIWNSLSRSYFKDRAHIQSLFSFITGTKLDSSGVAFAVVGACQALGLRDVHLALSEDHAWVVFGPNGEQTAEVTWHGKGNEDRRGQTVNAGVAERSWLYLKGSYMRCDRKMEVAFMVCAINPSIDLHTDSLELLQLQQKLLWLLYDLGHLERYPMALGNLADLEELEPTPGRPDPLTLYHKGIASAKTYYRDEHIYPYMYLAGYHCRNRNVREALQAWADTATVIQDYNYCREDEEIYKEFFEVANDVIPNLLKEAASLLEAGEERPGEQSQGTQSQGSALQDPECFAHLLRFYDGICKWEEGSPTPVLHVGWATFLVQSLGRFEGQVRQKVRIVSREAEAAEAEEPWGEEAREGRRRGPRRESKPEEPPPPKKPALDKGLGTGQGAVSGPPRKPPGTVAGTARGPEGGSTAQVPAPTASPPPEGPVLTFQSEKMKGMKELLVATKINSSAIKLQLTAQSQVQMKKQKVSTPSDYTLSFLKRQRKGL
TSG101-PTAP inh = blocks PTAP/TSG101 interaction to inhibit HIV-1 budding | 340,000 tested, under 10 active | Potency, µM (titrated, usually from 115 µM), for the others: at the highest dose activity change, negative = inhibition, actives largely listed as inhibitors | Fluorescence polarization, FITC-PTAP peptide / Tsg101 binding; active = well fitted inhibition curve with a large enough effect in the main read-out, with a control signal flat, not every such curve was filed as active; inconclusive = small, poorly fitted or top-dose-only effect, or effect the other way, or a change in a side signal; inactive = no such curve, though single readings can be large or run the other way; note: potency is the fitted concentration of half-maximal effect; % of control where 0% means no effect
Target sequence (Q99816 whole entry, looked up): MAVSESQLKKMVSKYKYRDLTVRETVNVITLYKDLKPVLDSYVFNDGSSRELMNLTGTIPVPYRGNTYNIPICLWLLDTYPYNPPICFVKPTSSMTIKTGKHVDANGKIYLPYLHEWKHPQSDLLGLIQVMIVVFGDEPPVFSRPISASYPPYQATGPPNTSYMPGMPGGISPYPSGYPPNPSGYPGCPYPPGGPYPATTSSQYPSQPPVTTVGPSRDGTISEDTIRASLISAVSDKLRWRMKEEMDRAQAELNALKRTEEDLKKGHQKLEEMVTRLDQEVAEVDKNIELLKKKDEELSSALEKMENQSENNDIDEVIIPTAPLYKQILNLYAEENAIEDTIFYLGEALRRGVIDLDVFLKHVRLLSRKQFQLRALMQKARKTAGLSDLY
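Fluorescence polarization binding of Tsg101 binding domain (10 uM final) to FITC-labeled PTAP peptide (50 nM final) in HEPES pH 7.5 buffer with NaCl, Tween 20, EDTA, TCEP. Compounds added before peptide; binding 20 min at RT.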
a7 integrin act = activates integrin-mediated alleviation for muscular dystrophy; alpha7betagal myoblasts, beta-gal FDG fluorescence, 48 h; Potency, µM (doses to about 38.3 µM), inactives show at the highest dose activation, actives largely listed as activators; 350,000 tested, 0.064% active; AID 624291;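 note: potency is the fitted concentration of half-maximal effect; 100% = response of the positive control SU9516; nearly all actives have a fitted effect of over 60% in size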
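Alpha7betagal+/- myoblasts (passage 13) were plated 16-24 hr, then exposed to compounds (1:260 dilution of DMSO stock) for 48 hours at 37C. After MPER lysis, β-galactosidase reporter activity was read as FDG fluorescence (ex 480/em 540) after 30 minutes.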
ASM inhibitor = blocks human secretory acid sphingomyelinase. placental ASM, HMU-PC fluorogenic substrate, 60 min. Potency, µM (highest dose often 57.5 µM), without a hit: top-dose activity change, negative = inhibition, hits mostly inhibitors. 340,000 tested, 0.006% active; note: potency is the fitted concentration of half-maximal effect
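Human placenta-derived ASM preincubated with compound 10 min at room temperature, then reacted with 9 uM (final) fluorogenic HMU-PC substrate for 60 min at 37 C. Stop solution raises pH to 10; fluorescence read at Ex 386/Em 447 nm.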
PKM2 act = activators of human pyruvate kinase M2 | P14618 | purified PKM2, Kinase-Glo ATP luminescence, activation; response scale: 0% is enzyme alone, no compound | Potency, µM (top dose mostly 57.5 µM), without a hit: at the highest dose activation, actives largely listed as activators | 260,000 tested, 0.34% active | AID 1631; note: potency is the fitted concentration of half-maximal effect; % is set by controls: 0 for no effect and ±100 for the full control effect; nearly all actives have a fitted effect of over 55% in size
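hPK-M2, >95% pure; 0.1 mM ADP / 0.5 mM PEP final; imidazole pH7.2 buffer w/ 7 mM MgCl2, 50 mM KCl; 1 h RT; Kinase-Glo lum. Intermediate enzyme activity for dual inhibitor/activator qHTS.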
B2AR arrestin = agonists driving beta-arrestin recruitment to human beta2-adrenergic receptor | beta-arrestin recruitment to beta2AR, cell-based reporter | Potency, µM (series often up to 46.1 µM), inactives show at the highest dose activation, usual class: activators | AID 492947 | 330,000 tested, 0.02% active | P07550;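 note: potency is the fitted concentration of half-maximal effect; 0% = DMSO controls and full agonism = EC100 isoproterenol or metaproterenol; nearly all actives have a fitted effect of over 65% in size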
FBPA coupling cs = coupling enzyme interference in Giardia aldolase counter-screen | coupling enzyme system counterscreen, AmpLite Red fluorescence | activity change, negative = inhibition, % at 58.2 µM, hits read low | 290,000 tested, 0.67% active | AID 2472; in the data active = activity change below about -30%; note: % is set by controls: 0 for no effect and ±100 for the full control effect
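Counterscreen of the coupled detection system alone, without aldolase: glyceraldehyde-3-phosphate coupling enzymes plus AmpLite Red readout. Compounds at 57.5 uM final, 10 min RT preincubation, 20 min RT reaction, fluorescence 525/598 nm.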
* = called active by the depositor; ? = inconclusive; nt = not tested or not shown; & = joins results of further samples; [ ] = remark or other dose. Unless noted, calls come from the whole dose curve; as a rule, active = well fitted curve in the direction sought with a large enough effect; inconclusive = small, poorly fitted or top-dose-only effect, or another doubt; inactive = no such curve, though single readings can be large; an effect the other way counts as inactive or inconclusive. An excerpt, so the mix of outcomes need not match the whole.

SMILES	PKM2 act	Tb PFK block	GALK inh	Chronic BCR inh	Giardia kill	B2AR arrestin	FBPA coupling cs	a7 integrin act	Menin MLL FP TR	TSG101-PTAP inh	ASM inhibitor
Cc1nn2c(=O)cc(CSc3nc4ccccc4[nH]3)nc2s1	23%	0%	2%	?	8	0.4%	0	0%	16%	-8%	-1%
COc1ccc(/C=N/NC(=O)C[n+]2ccccc2)c(OC)c1	-44%	0%	0%	0%	-3	-0.1%	-1	17%	1%	-2%	6%
CCOC(=O)N1CCN(c2cc(=O)n(-c3cccc(C)c3)c(=O)[nH]2)CC1	-1%	2%	0%	-17%	21	-1.2%	-1	4%	2%	-4%	5%
COc1ccc(S(=O)(=O)N(Cc2cc3ccc(OC)cc3[nH]c2=O)CC2COCCO2)cc1 (centres undefined)	-5%	4%	4%	?	0	-0.6%	6	28%	-3%	2%	-4%
c1ccc(-c2ccc(CN3C[C@@H]4C(c5ccccc5)C5(c6ccccc6)CC4(C5)[C@H]3c3ccccc3)cc2)cc1 (some centres undefined)	-1%&-7%	-27%	-2%	-1%	-5	0.0%	3&-3	5%	2%	-4%	-4%
COc1cccc(Nc2nc(C)cc(C)c2C#N)c1	-4%	0%	2%	30%	9	0.0%	2	4%	16%	-4%	-2%
COc1ccc(Nc2nc(-c3ccc(OC)cc3)cs2)cc1	-1%	-1%	4%	?	9	0.0%	-2	-10%	?	-1%	1%
Fc1ccc(OCCOCCN2CCNCC2)cc1	2%[11.5 µM]	0%	-9%	-1%	8	-0.7%	0	12%	-14%	0%	-3%
CN(C)/C=N/c1ncnc2c1cnn2-c1ccc(C(F)(F)F)cn1	-16%	0%	-3%	?	3	-0.3%	10	15%	22%	-6%	5%
COC(=O)c1ccccc1-n1c(CCC(=O)O)ccc1-c1ccc(F)cc1	nt	1%	-1%	1%	?	-0.5%	6	0%	10%	0%	12%
Cc1onc(-c2ccc(Cl)cc2Cl)c1-c1csc(N/N=C/c2ccccc2)n1	-2%	2%	-1%	?	10	-0.9%	-4	-4%	nt	-3%	-1%
CC(C)(C)NC(=O)Nc1ccc2nccnc2c1	-6%	0%	-1%	-1%	6	0.2%	-11	-4%	9%	-3%	nt
COc1cccc(C(=O)N2c3ccccc3Sc3ccccc32)c1	8%	2%	0%	?	12	3.7%	-21	-29%	-10%	-1%	-2%
COc1ccccc1N1CCN(C(=O)c2cc3c(=O)n(C)c4ccccc4c3n2C)CC1	-1%	3%	1%	-2%	44[activator]	3.4%	-5	-2%	2%[11.7 µM]	-6%	-2%
CCOc1ccc(S(=O)(=O)N2CCC(C(=O)NCC(=O)Nc3cccc(Cl)c3C)CC2)cc1	nt	-1%	nt	6%	6	0.2%	nt	-6%	nt	-2%	-5%
CC(C)CCn1c(SCC(=O)N2CC(=O)Nc3ccccc32)nc2scc(-c3cccs3)c2c1=O	-3%	-1%	0%	?	-6	-0.3%	3	10%	?	-1%	-4%
Nc1nnc(SCCN2C(=O)c3ccccc3S2(=O)=O)s1	-3%	3%	0%	?	-2	-0.4%	-3	-6%	?	-1%	2%
CCCCCCCCCCCCCCCC[n+]1ccc(/C=N/O)cc1	-3%	4%	1%	-2%	-29	-0.4%	6	-55%[inhibitor]	?	-3%	?
C/C(=N\Nc1nc(N2CCOCC2)nc(N2CCOCC2)n1)c1ccc([N+](=O)[O-])cc1	4%	0%	0%	3%	-3	-0.1%	-3	9%	1%	-2%	-1%
COc1ccccc1/C=C/C(=O)Nc1cccnc1	0%[11.5 µM]	2%	-7%	?	-1	0.9%	2	12%	-11%	1%	2%
COc1ccc(C(=S)N2CCNCC2)cc1	5%	1%	0%	6%	-1	0.2%	3	19%	-15%	-3%	-1%
O=C(O)CSc1nnc(-c2ccccc2Br)n1-c1cccc(C(F)(F)F)c1	10%	-25%	1%	8%	2	-0.2%	-6	12%	-13%	-4%	6%
Cc1cccc2cc(CN(CC3CCCO3)C(=O)c3cccs3)c(=O)[nH]c12 (centres undefined)	2%	0%	6%	-7%	-6	-0.9%	4	2%	-9%	-6%	-1%
CC(=O)c1ccc(NC(=S)NCc2cccnc2)cc1	7%	2%	-1%	?	0	-0.3%	5	-1%	12%	0%	3%
Cc1cc(S(=O)(=O)NC(C)C)ccc1OCC(=O)NCc1ccccc1	0%	-13%	6%	-2%	3	-1.2%	0	1%	0%	1%	-4%
O=C(O)Cn1c2ccccc2c2n[nH]c(=S)nc21	-7%	?	0%	-7%	16	-1.0%	1	?	-23%	-6%	0%
COc1cc(OC)c(OC)cc1CNc1cc(C)ccc1OC	-3%	0%	3%	?	17	-0.5%	0	0%	-10%	-4%	1%
COc1cc(CC(=O)OCc2ccccc2F)cc(OC)c1OC	nt	0%	-2%	13%	-6	0.3%	-2	-10%	-25%	-2%	-1%[11.5 µM]
CCC(C)NS(=O)(=O)c1ccc(N)cc1 (centres undefined)	-11%	2%	0%	2%	-12	0.1%	-2	-25%	10%	-3%	1%
Cn1cc(S(=O)(=O)N2CCc3ccccc32)cc1C(=O)NC1CCCCC1	6%	-2%	nt	-5%	-23	0.1%	2	11%	?	0%	9%
Cc1ccc(NC(=O)CCNS(=O)(=O)c2ccc3c(c2)CCC(=O)N3)cc1F	6%	4%	nt	6%	-3	-0.7%	2	26%	1%	-1%	-4%
Cc1cc(NC(=O)c2ccccc2)ncc1NC(=O)c1cccs1	-59%	-28%	10%	2%	-5	6.3%	-19	-4%	?	0%	1%
COc1ccc(OC)c(NC(=O)CSc2nc(N3CCOCC3)nc(N3CCOCC3)n2)c1	-1%	2%	-3%	-4%	9	-0.7%	nt	6%	nt	-3%	-1%
CC1(C)CC(C(N)=S)CCO1 (centres undefined)	-11%	0%	1%	-5%	0	0.2%	1	12%	nt	-4%	3%
COc1ccccc1C1CC(=O)NC(SCC(=O)Nc2ccccc2)=C1C#N (centres undefined)	-2%	5%	2%	-7%	-4	0.5%	-2	15%	-14%[11.7 µM]	-4%	-3%
Cc1cc(C(F)(F)F)nc(CCNC(=O)C2CCC(=O)N(Cc3cccc(F)c3)C2)n1 (centres undefined)	0%	-2%	2%	-1%	-5	-0.3%	1	?	5%	nt	-1%
CCCCN(C(=O)CC1CCCC1)c1c(N)n(CCC)c(=O)[nH]c1=O	nt	-5%	nt	0%	1	0.1%	nt	0%	nt	1%	12%
COc1ccccc1NC(=O)C(C)OC(=O)CSCC(=O)Nc1ccc(C)cc1C (centres undefined)	nt	11%	nt	-11%	-17	0.0%	nt	-11%	nt	0%	2%
CCCCCC(=O)NN=C1CCN(Cc2ccccc2)CC1	2%	-4%	2%	1%	8	-0.1%	1	-7%	-6%	0%	1%
CCCn1cc([C@@H]2C[C@H]3CN(Cc4cccc(Cl)c4)C(=O)[C@]34CCCN24)c(C)n1	0%	-3%	0%	24%	-2	-0.3%	2	-20%	nt	-1%	2%
CCc1ccccc1NC(=S)N(CCN(C)C)C(C)c1ccco1 (centres undefined)	-1%	-2%	-2%	4%	-18	0.3%	0	0%	0%	-8%	1%
O=C1c2ccccc2C(=O)C12OC2c1ccc(Cl)cc1Cl (centres undefined)	-3%	-3%	-4%	?	12	-0.5%	0	-74%[inhibitor]	0%	-3%	-6%
COc1ccc(N2CCN(C(=O)c3ccc4[nH]c(C)c(C)c4c3)CC2)cc1	0%	5%	nt	5%	11	4.2%	-2	4%	-12%	-13%	-2%
Cc1occc1C(=O)NC(C)C1CCCO1 (centres undefined)	6%	-9%	0%	-13%	-7	-0.1%	0	-12%	12%	-9%	1%
